# mIAP block – mouse IAP inhibition. purified mouse IAP, CDP-Star luminescence, 30 min. inhibition, % at 10 µM. 0.2% of 330,000 active. AID 2806;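 active = inhibition of at least 40% at 10 µM in the primary screen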;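 also: plate controls were DMSO with enzyme for no effect and no enzyme wells for full effect; values of inactives mirror those of a sister screen read the other way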
# MPTP block – inhibitors of mitochondrial permeability transition pore; 1.4% of 360,000 active; AID 602449; isolated mouse mitochondria, Ca2+ swelling absorbance, 30 min; inhibition, % at 10 µM;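 active = inhibition of 50% or more, scaled per plate between neutral and stimulator controls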;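 also: 0% = DMSO wells given calcium and 100% = 1 mM EGTA wells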
# APOBEC3A inh – inhibitors of human APOBEC3A DNA deaminase. 0.41% of 330,000 active. recombinant A3A, FAM/TAMRA ssDNA deamination fluorescence. inhibition, % at 20 µM. AID 493011. P31941;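 active = at least 40% inhibition at 20 µM here, with at most 30% in a related deaminase screen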;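 also: plate controls were A3A with DMSO for no effect and wells lacking A3A enzyme for full effect; some results filed as inactive read as strong as hits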
# Target sequence (P31941 whole entry, looked up): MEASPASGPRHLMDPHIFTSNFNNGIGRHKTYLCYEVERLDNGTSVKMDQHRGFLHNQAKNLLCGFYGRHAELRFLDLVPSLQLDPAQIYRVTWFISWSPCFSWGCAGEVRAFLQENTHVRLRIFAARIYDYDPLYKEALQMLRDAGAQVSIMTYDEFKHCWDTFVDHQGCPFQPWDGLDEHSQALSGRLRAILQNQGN
# GRIN3A LBD mod – modulators (binders) of human NR3A ligand-binding domain. AID 1259313. NR3A LBD differential scanning fluorimetry, Tm shift; 0% = protein alone, 100% = glycine-bound protein. Tm shift relative to glycine control, % at 25 µM. 2.5% of 340,000 active;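 active = melting temperature shift of at least 10% of the positive control shift, at one fixed dose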
# hIAP inh – blocks human intestinal alkaline phosphatase. 0.12% of 330,000 active. purified IAP, CDP-Star luminescence, 30 min. AID 2544. inhibition, % at 10 µM;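 active = inhibition reaching a set limit with compound at 10 µM in the primary screen, cut at about 35% in these data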;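 also: plate controls were DMSO wells with enzyme for no effect and no-enzyme buffer wells for full effect; values of inactives mirror those of a sister screen read the other way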
# Target sequence (P09923 whole entry, looked up): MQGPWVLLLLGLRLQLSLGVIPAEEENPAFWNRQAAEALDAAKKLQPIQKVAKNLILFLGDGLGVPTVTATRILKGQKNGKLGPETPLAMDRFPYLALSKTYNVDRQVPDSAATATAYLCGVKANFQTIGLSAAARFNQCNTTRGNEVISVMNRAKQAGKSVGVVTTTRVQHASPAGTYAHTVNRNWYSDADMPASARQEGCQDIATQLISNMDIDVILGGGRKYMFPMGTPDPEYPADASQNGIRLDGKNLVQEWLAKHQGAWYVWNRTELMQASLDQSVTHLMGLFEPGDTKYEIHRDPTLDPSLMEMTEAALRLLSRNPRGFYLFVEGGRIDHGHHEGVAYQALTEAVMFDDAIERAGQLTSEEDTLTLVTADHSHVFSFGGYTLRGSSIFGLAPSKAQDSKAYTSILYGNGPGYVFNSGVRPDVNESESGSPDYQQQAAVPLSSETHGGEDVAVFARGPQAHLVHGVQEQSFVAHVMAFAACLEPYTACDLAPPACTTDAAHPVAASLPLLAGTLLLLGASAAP
# mIAP activ – mouse IAP activation | muIAP, CDP-Star luminescence, 30 min; stronger effect = higher value; 1 = vehicle-only enzyme signal, 0 = enzyme-free wells | activation factor at 10 µM | 0.24% of 330,000 active;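 active = activation factor of at least 2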; also: the source names both 10 and 20 µM as test concentration; values of inactives mirror those of a sister screen read the other way
#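 Assay system: mouse IAP enzyme; Reagent: CDP-Star chemiluminescent phosphatase substrate; Compound: DMSO-dissolved test compounds; Incubation: 30 min, room temperature; Technique: luminescence from enzymatic CDP-Star hydrolysis; Controls: DMSO-only wells and no-enzyme negative control.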
# APOBEC3G inh – blocks human APOBEC3G single-stranded DNA deamination; Q9HC16; recombinant A3G, ssDNA deamination FAM/TAMRA fluorescence; inhibition, % at 20 µM; 0.28% of 330,000 active; AID 493012;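 active = inhibition of at least 40% at 20 µM, with no more than 30% in the related APOBEC3A deaminase screen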;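 also: plate controls were DMSO wells with A3G for no effect and wells lacking A3G enzyme for full effect; some compounds called inactive have numbers as strong as hits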
# Target sequence (Q9HC16 whole entry, looked up): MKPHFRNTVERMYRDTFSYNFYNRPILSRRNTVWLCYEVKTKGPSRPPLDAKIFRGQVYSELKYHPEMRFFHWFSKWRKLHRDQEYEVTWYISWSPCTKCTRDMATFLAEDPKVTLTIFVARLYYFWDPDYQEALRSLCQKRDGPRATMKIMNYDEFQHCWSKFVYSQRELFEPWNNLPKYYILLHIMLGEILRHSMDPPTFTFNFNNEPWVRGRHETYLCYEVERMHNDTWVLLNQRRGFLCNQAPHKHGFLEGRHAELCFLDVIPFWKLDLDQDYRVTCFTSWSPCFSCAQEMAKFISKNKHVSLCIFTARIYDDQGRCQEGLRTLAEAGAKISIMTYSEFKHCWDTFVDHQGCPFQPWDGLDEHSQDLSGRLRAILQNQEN
# beta cell repl – inducers of beta-cell replication in MIN6 cells; MIN6 cells proliferation, ATPlite luminescence, 48 h; cells starved in 0.2% serum; 100% = growth in 10% serum; proliferation, % at 10 µM; 0.29% of 330,000 active; AID 2380;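 active = compounds whose signal lies at least 3.5 SD above the mean of all wells on their plate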;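 also: 0% = DMSO-treated cells in low-serum medium and 100% = 10% serum control; some compounds called inactive have numbers as strong as hits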
# hIAP act – human IAP activation. purified human IAP, CDP-Star luminescence, 30 min; stronger effect = higher value; 1 = vehicle-only enzyme, 0 = enzyme-free background. activation factor at 10 µM. 0.16% of 330,000 active. AID 2524;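 active = activation factor of the enzyme at least 2-fold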; also: the source names both 10 and 20 µM as test concentration; values of inactives mirror those of a sister screen read the other way
# The depositor's hits bear a star.
SMILES,mIAP block,MPTP block,APOBEC3A inh,GRIN3A LBD mod,hIAP inh,mIAP activ,APOBEC3G inh,beta cell repl,hIAP act
COc1ccc(OC)c(NC(=O)CC2SC(=Nc3ccc(F)cc3)N(CCC3=CCCCC3)C2=O)c1 (centres undefined),10,3.7,6,3,0,0.9,-1,-6,1
CCNC(=O)c1ccc(=O)n(Cc2ccc(Cl)cc2Cl)c1,2,0.2,2,1,0,0.98,-1,-2,0.99
Cc1cccc(Cc2c(C)nc3c(C(=O)NCc4ccco4)cnn3c2C)c1,-1,2.1,4,-4,3,1,4,-4,0.97
Cc1c(NC(=S)N/C(=N/S(=O)(=O)c2ccc(Cl)cc2)c2ccccc2)c(=O)n(-c2ccccc2)n1C,-4,1.3,0,-2,-5,1,-5,1,1.1
CC(C)N1CCC(=NNC(=O)c2cccs2)CC1,-3,1.2,-3,0,2,1,-5,0,0.98
COc1cc(C=O)ccc1OCC(=O)Nc1cccc(S(=O)(=O)N(C)c2ccccc2)c1,2,-3.4,3,-1,4,0.98,-6,-3,0.96
C/C(=N/NC(=O)c1cc(Cl)ccc1O)C12CC3CC(CC(C3)C1)C2,14,9.3,-2,-1,-28,0.86,-5,-4,1.3
Clc1ccc(CSc2nnc(-c3cccnc3)o2)cc1,-8,0.8,0,3,-4,1.1,-2,-4,1
COc1ccc(OC2CCN(C(=O)Nc3ccc(C)cc3)CC2)cc1,0,0.6,2,-1,8,1,-8,-1,0.92
CC(=O)/C(C(=N)N1CCN(c2cccc(Cl)c2)CC1)=C(\C)O,-6,-0.6,3,-3,5,1.1,3,-4,0.95
O=C(Oc1cc(=O)oc2ccccc12)c1ccccc1,6,-0.8,1,-3,20,0.94,-6,3,0.8
CCCCN(CC)CCNC(=O)Cn1cc2c(n1)-c1c(oc(C(=O)N3CCCC3)c1C)CC2,1,-0.4,-2,3,-20,0.99,-3,0,1.2
CCCCCCN1CC(=O)N2[C@@H](Cc3c([nH]c4ccccc34)C2(C)C)C1=O,-2,1.7,0,-4,3,1,-3,-1,0.97
CCn1cc(C(=O)N(C)c2ccccc2F)c2cc(OC)c(OC)cc2c1=O,4,0.1,-5,3,-23,0.95,-1,-3,1.2
CCc1nnc(NC=C2C(=O)OC(C)(C)OC2=O)s1,0,-1.0,-3,0,10,1,-6,1,0.9
O=C(NCC(c1ccco1)N1CCOCC1)c1ccc(F)cc1 (centres undefined),7,0.3,1,-1,1,0.93,-3,1,0.99
Cc1cccc(OCCCN2C(=O)C(=O)c3cc(C)ccc32)c1,9,1.7,-1,-1,22,0.91,-5,-7,0.78
CC(CNC(=O)c1cc(COc2ccc3ncccc3c2)on1)c1ccccc1 (centres undefined),5,99*,-3,-1,-10,0.95,-5,-7,1.1
CCCCn1cnc2c1c(=O)[nH]c(=O)n2CCCC,-16,1.1,-1,1,4,1.2,-6,0,0.96
Cc1ccccc1N/C=C/C(=C(C#N)C#N)N(C)C,3,-0.6,-3,-1,-12,0.97,-7,-1,1.1
CC(C)Cn1c(N)c(C(=O)COC(=O)/C=C/c2cccs2)c(=O)n(C)c1=O,-3,7.1,-4,-1,-9,1,-3,-3,1.1
Cc1ccc(C)c(N2CCN(C(=O)C3CCCN(S(=O)(=O)c4cnc[nH]4)C3)CC2)c1 (centres undefined),-1,-1.3,-1,-1,1,1,-4,-4,0.99
Cc1ccccc1C(=O)NNC(=O)C1CC(=O)N(c2ccc3c(c2)OCCO3)C1 (centres undefined),-3,-0.3,-4,5,3,1,-5,-2,0.97
CCOC(=O)N1CCC(NC(=O)CCC(=O)N2CCOc3ccccc32)CC1,4,0.3,-3,-2,-2,0.96,-5,1,1
CN1C(=O)C(C)(C)c2cc(S(=O)(=O)N3CCN(c4ccc(F)cc4)CC3)ccc21,12,0.7,-4,3,0,0.88,-5,-1,1
CC1(C)CC(NC(=O)c2coc(=O)c(Br)c2)CC(C)(C)N1,4,11,-3,1,4,0.96,-3,-5,0.96
CC(=O)N1CCN(c2ccc(OC[C@H]3CO[C@](Cn4ccnc4)(c4ccc(Cl)cc4Cl)O3)cc2)CC1,-4,-1.9,-4,-2,-34,1,-3,-4,1.3
CCOC(=O)C1CCN(S(=O)(=O)c2cc(C(=O)N3CCCCC3)ccc2OC)CC1,-3,0.3,1,1,-26,1,0,4,1.3
O=C(O)c1cccc(S(=O)(=O)N2CCN(Cc3ccc4c(c3)OCO4)CC2)c1,7,-2.6,0,-2,-11,0.93,-10,2,1.1
CC(C)(C)NC(=O)NCc1cccnc1,-8,0.5,-2,0,9,1.1,-3,-2,0.91
COc1ccc(NC(=O)CCC(=O)N/N=C/c2cn(C)nc2C)cc1,13,2.3,3,1,-18,0.87,2,-2,1.2
CC(C)(C)NC(=O)CSc1nnc(-c2ccco2)n1Cc1ccco1,-5,0.4,-5,0,-3,1,-5,-2,1
O=C(c1cc2ccccc2oc1=O)N1CCN(CCc2ccccc2)CC1,5,-0.1,3,-3,3,0.95,1,-4,0.97
Cc1ccc(-c2nc3n(n2)Cc2ccccc2-3)cc1,10,-0.1,2,1,-16,0.9,2,-6,1.2
O=C(NCCc1ccccc1)c1ccc(OCCOc2ccccc2)cc1,5,10,1,2,6,0.95,-1,-2,0.94
Nc1ncccc1C(=O)OCC(=O)N1CCN(S(=O)(=O)c2ccc(Cl)cc2)CC1,-2,-1.8,2,-1,11,1,-2,-2,0.89
O=C(NC(=S)NCC1CCCO1)c1ccc([N+](=O)[O-])cc1 (centres undefined),2,0.1,-1,-1,7,0.98,-3,0,0.93
O=C(NNC(=S)Nc1ccccc1)c1ccc2ncccc2c1,15,3.7,5,-2,-63,0.85,6,-1,1.6
O=C(NC(=O)c1cc(OCC(F)(F)F)ccc1OCC(F)(F)F)Nc1ccccc1,3,12,0,0,11,0.97,-5,-1,0.89
Cc1occc1-c1nnc(SCC(=O)Nc2ccccc2)n1Cc1ccccc1,-7,0.3,-4,1,-6,1.1,-5,1,1.1
CC(=O)c1ccc(NC(=O)c2ccc(N3C(=O)c4cccnc4C3=O)cc2)cc1,2,-1.6,2,1,-20,0.98,8,2,1.2
Cc1ccc2[nH]c(=O)c(C(c3nnnn3C3CCCC3)N(Cc3cccnc3)Cc3ccco3)cc2c1 (centres undefined),30,-0.9,1,10,13,0.7,0,-2,0.87
O=S(=O)(NCCc1csc(-c2cccnc2)n1)c1cccc(F)c1,4,-1.7,6,2,15,0.96,-6,1,0.85
COC(c1ccccc1)c1nnc(CCC(=O)NCCc2ccc(Cl)cc2)o1 (centres undefined),-8,0.6,-2,2,-17,1.1,-1,-1,1.2
CN(C)CCNc1oc(-c2cccc(Cl)c2)nc1C#N,0,-3.9,3,-2,6,1,2,-2,0.94
Brc1ccccc1OCCCN1CCCCCC1,14,0.8,-5,-2,-4,0.86,-10,-1,1
O=C1N(c2ccccc2)CCN1c1ccccc1,16,2.3,-2,-2,-24,0.83,2,-4,1.2
O=C(CNC(=O)/C(=C\c1ccccc1)NC(=O)c1ccc(Br)cc1)OCc1ccccc1,-6,1.4,-1,-2,-6,1.1,-2,-7,1.1
O=C(C[n+]1ccccc1)N/N=C/c1ccc(Cl)cc1,3,-0.6,-5,0,10,0.97,-6,-3,0.91
COc1cccc(-c2ccc(NC(=O)C3CCCN(Cc4ccco4)C3)cc2)c1 (centres undefined),8,1.6,-4,-4,-18,0.92,-4,-5,1.2
CC(C)CN(C(=O)COC(=O)CNC(=O)c1ccccc1)c1c(N)n(Cc2ccccc2)c(=O)[nH]c1=O,10,1.5,10,-2,-2,0.9,-3,7,1
CC(C)Oc1ccc(C(=O)Nc2ncn[nH]2)cc1,-8,-0.9,-4,0,-101,1.1,-5,-2,2*
CCNC(=S)Nc1ccc(-c2nc3ccccc3[nH]2)cc1,-18,-2.5,-4,28*,2,1.2,-14,-2,0.98
O=C(N/N=C/c1sc(N2CCOCC2)nc1-c1ccccc1)c1ccc(O)cc1,6,1.5,0,-5,3,0.94,-3,-3,0.97
CCOc1ccc(S(=O)(=O)NC2CCCCCC2)cc1,-19,-2.3,-5,1,-3,1.2,-8,-1,1
O=C(CSc1ccccc1)NCc1ccc(F)cc1,10,2.6,-2,2,3,0.9,-8,1,0.97
COc1ccccc1NS(=O)(=O)c1cc(NC(=O)c2ccccc2F)ccc1N1CCOCC1,7,-3.2,7,-11,10,0.93,3,-2,0.9
COc1cccc(CNC(=O)C2CCCN(S(=O)(=O)c3c(C)n[nH]c3C)C2)c1 (centres undefined),4,0.0,2,4,-6,0.96,-2,1,1.1
O=C(COc1ccccc1)NCCSCc1ccccc1Cl,-9,-2.2,1,1,2,1.1,-3,1,0.98
Cc1ccc(S(=O)(=O)N2CCOCC2)cc1NC(=O)COC(=O)c1cnccn1,4,-1.0,-1,0,-1,0.96,-5,-2,1

# Another view of part of the listing above.
Molecule | mIAP block | MPTP block | APOBEC3A inh | GRIN3A LBD mod | hIAP inh | mIAP activ | APOBEC3G inh | beta cell repl | hIAP act
O=S(=O)(NCCc1csc(-c2cccnc2)n1)c1cccc(F)c1 | 4 | -1.7 | 6 | 2 | 15 | 0.96 | -6 | 1 | 0.85
COC(c1ccccc1)c1nnc(CCC(=O)NCCc2ccc(Cl)cc2)o1 (centres undefined) | -8 | 0.6 | -2 | 2 | -17 | 1.1 | -1 | -1 | 1.2

# (cont.)
SMILES,mIAP block,MPTP block,APOBEC3A inh,GRIN3A LBD mod,hIAP inh,mIAP activ,APOBEC3G inh,beta cell repl,hIAP act
CCOc1ccccc1-n1c(SCC(N)=O)nnc1-c1ccccc1,-3,-0.1,-1,0,13,1,-5,-1,0.87
CCc1cc2c3c([nH]c2cc1S(=O)(=O)NCCCOC)CC(C)(C)CC3=O,2,-0.3,-6,0,5,0.98,-7,-3,0.95
CC(=O)Nc1c(I)c(C(=O)N[C@H]2C(O)O[C@H](CO)[C@@H](O)[C@@H]2O)c(I)c(N(C)C(C)=O)c1I (some centres undefined),-11,-3.8,1,0,2,1.1,2,-5,0.98
O=C(NCc1cccnc1)C(=O)NCC(c1ccco1)N1CCN(c2ccc(F)cc2)CC1 (centres undefined),2,19,-2,3,22,0.98,42*,0,0.78
Cc1nn2c(c1-c1ccc(Cl)cc1)N=C(c1ccco1)CC2c1ccccc1 (centres undefined),10,1.0,-1,4,11,0.9,-1,-6,0.89
O=C(Nc1ccccc1F)C1CCN(C(=O)Cc2ccccc2)CC1,6,-0.1,-1,2,6,0.94,1,-3,0.94
N#Cc1ccc(C23CC4(C2)[C@H](CN(CC2CCCCC2)[C@@H]4c2ccccc2)C3c2ccccc2)cc1 (some centres undefined),1,0.4,5,1,-2,0.99,2,-8,1
CCc1ccccc1NC(=O)N1CCc2ccccc2C1,5,-2.1,-3,2,-3,0.95,-6,1,1
CCOCCCN(C(=O)c1snc(C(N)=O)c1N)C(C(=O)NC1CCCC1)c1ccc(OC)cc1 (centres undefined),-16,-2.1,-3,-6,-10,1.2,-7,-3,1.1
Nc1nnc(SCC(=O)N2CCN(c3ccccc3)CC2)n1-c1ccccc1,-1,-0.7,-3,-3,3,1,-2,0,0.97
CCCC(=O)Nc1nnc(SCC(=O)N2CCN(c3ccccc3)CC2)s1,-1,-1.0,47,-1,7,1,31,1,0.93

# Five entries out of the list above, sorted by the value under hIAP act, lowest first:
Compound	hIAP act
O=C(NCc1cccnc1)C(=O)NCC(c1ccco1)N1CCN(c2ccc(F)cc2)CC1 (centres undefined)	0.78
Cc1nn2c(c1-c1ccc(Cl)cc1)N=C(c1ccco1)CC2c1ccccc1 (centres undefined)	0.89
O=C(Nc1ccccc1F)C1CCN(C(=O)Cc2ccccc2)CC1	0.94
CCc1cc2c3c([nH]c2cc1S(=O)(=O)NCCCOC)CC(C)(C)CC3=O	0.95
N#Cc1ccc(C23CC4(C2)[C@H](CN(CC2CCCCC2)[C@@H]4c2ccccc2)C3c2ccccc2)cc1 (some centres undefined)	1
